GLS inhibitor: blocks human kidney-isoform glutaminase activity; O94925; GLS enzymatic activity, qHTS titration; Potency, µM (series often up to 45.5 µM), for the others: at the top dose activity change, negative = inhibition, most hits filed as inhibitors; 410,000 tested, 0.21% active; AID 624170; note: potency is the fitted concentration of half-maximal effect; % is set by controls: 0 for no effect and ±100 for the full control effect
Target sequence (O94925 whole entry, looked up, canonical isoform): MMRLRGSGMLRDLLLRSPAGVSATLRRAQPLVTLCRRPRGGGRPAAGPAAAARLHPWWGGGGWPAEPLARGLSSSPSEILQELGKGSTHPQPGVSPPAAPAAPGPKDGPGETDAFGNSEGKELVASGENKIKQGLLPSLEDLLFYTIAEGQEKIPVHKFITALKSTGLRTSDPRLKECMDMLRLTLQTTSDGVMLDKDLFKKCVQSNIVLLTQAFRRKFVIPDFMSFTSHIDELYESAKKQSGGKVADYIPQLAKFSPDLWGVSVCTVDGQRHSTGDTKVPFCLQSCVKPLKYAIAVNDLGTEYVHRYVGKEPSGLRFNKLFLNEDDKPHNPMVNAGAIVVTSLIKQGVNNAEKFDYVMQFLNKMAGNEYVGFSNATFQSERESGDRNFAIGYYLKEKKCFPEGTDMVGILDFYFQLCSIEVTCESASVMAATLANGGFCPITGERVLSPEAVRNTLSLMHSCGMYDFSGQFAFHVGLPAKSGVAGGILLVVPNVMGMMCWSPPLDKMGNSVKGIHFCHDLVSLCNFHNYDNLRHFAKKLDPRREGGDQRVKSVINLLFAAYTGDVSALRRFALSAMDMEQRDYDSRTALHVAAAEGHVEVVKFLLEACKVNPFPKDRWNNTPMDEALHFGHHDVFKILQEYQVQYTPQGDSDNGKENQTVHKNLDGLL
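Read-out is an Amplex red fluorescence increase coupled through glutamate oxidase and HRP, measured before and after 30 min room-temperature incubation. hKGA is in 45 mM KH2PO4 (pH 8.2) with 0.02% Tween-20; glutamine added as 1mM solution.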
PI4K2A inh: blocks human PI4K2A kinase activity. Q9BTU6. purified PI4K2A, ADP-Glo luminescence, 1 h; hits give low values. activity change, negative = inhibition, % at 76.9 µM. 420,000 tested, 0.13% active; in the data active = activity change below about -50%; inconclusive = mostly about -30% to -49%;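 note: -100% = wells without enzyme as full effect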
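Compounds are screened against recombinant PI4K2A using PI as substrate and ATP, the latter dispensed at 300 microM. Reactions run one hour at ambient temperature before ADP-Glo detection; full inhibition defined by wells lacking enzyme.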
BAZ2B inh: BAZ2B (human) inhibition. Q9UIF8. AlphaScreen BAZ2B-H3K14Ac peptide displacement. Potency, µM (series often up to 114 µM), for the others: at the highest dose activity change, negative = inhibition, most hits filed as inhibitors. 360,000 tested, 4.4% active. AID 504333; note: potency is the fitted concentration of half-maximal effect; % is set by controls: 0 for no effect and ±100 for the full control effect; nearly all actives have a fitted effect of over 60% in size
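Inhibition is scored as reduced AlphaScreen emission. The BAZ2B/b-H3(5-23)K14Ac complex (50 nM each) in PBS pH 7.4, 0.01% Tween-20 meets compound (up to 110 uM) for 30 min at RT before bead addition.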
HP1b binding inh: inhibitors of HP1-beta chromodomain binding to methylated histone tails; Potency, µM (highest dose often 114 µM), inactives show at the highest dose activity change, negative = inhibition, most hits filed as inhibitors; AID 540317; AlphaScreen HP1-beta / biotin-H3K9me3 peptide binding; 390,000 tested, 0.56% active; P83916; note: potency is the fitted concentration of half-maximal effect; nearly all actives have a fitted effect of over 70% in size; inactives centre near 23
Target sequence (P83916 whole entry, looked up): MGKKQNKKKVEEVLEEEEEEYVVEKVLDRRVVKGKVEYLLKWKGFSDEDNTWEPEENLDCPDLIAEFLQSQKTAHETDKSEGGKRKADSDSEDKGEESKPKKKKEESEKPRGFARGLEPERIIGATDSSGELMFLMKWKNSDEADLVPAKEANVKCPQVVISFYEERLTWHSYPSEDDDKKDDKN
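Compound inhibition of the preformed complex between 50 nM HP1-beta and 50 nM biotinylated H3K9me3 peptide was read by AlphaScreen. Buffer was PBS pH 7.4 with 0.01% Tween-20. Incubations ran 30 min at room temperature, with 10 ug/mL donor/acceptor beads.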
PGK inhibitor: inhibitors of T. brucei phosphoglycerate kinase | 380,000 tested, 0.043% active | P07378 | Potency, µM (highest dose often 57.5 µM), for inactives: at the top dose activity change, negative = inhibition, actives largely listed as inhibitors | PGK/GAPDH coupled, Kinase-Glo luminescence, 60 min; note: potency is the fitted concentration of half-maximal effect; % is set by controls: 0 for no effect and ±100 for the full control effect; nearly all actives have a fitted effect of over 60% in size
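Recombinant glycosomal PGK reaction used 1,3-bisphosphoglycerate generated in-well by GAPDH (100nM final) in 100mM TEA pH 7.6, 5mM MgCl2, 0.01% Tween-20. After 60 minutes at room temperature, ATP was read by Kinase-Glo Plus luminescence end-point.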
JMJD2A Tudor inh: inhibitors of human JMJD2A Tudor domain. O75164. AlphaScreen JMJD2A-Tudor / H3K4me3 peptide binding. Potency, µM (top dose mostly 114 µM), inactives show at the highest dose activity change, negative = inhibition, usual class: inhibitors. 390,000 tested, 4.4% active; note: potency is the fitted concentration of half-maximal effect; % is set by controls: 0 for no effect and ±100 for the full control effect; nearly all actives have a fitted effect of over 50% in size
G9a inh: blocks human histone lysine methyltransferase G9a; Q96KQ7; G9a H3K9 monomethylation, AlphaScreen, 2 h; Potency, µM (top dose mostly 102 µM), inactives show top-dose activity, negative = inhibition, usual class: inhibitors; 350,000 tested, 8.8% active; AID 504332; note: potency is the fitted concentration of half-maximal effect; % is set by controls: 0 for no effect and ±100 for the full control effect; nearly all actives have a fitted effect of over 75% in size
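Chemiluminescent proximity detection of H3K9 monomethylation, read after 10 min bead incubation in the dark. Reaction: 20 nM G9a, 500 nM biotin-H3K9 peptide, 20 uM SAM cofactor, 2 h, room temperature, following 15 min enzyme-compound preincubation.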
Pin1 inhibitor: blocks the human prolyl isomerase Pin1. Q13526. Pin1 FP peptide displacement, HiFluor488, 10 min. Potency, µM (doses to about 115 µM), for the others: at the top dose activity, negative = inhibition, actives largely listed as inhibitors. 390,000 tested, 0.009% active; active = well fitted inhibition curve with a large enough effect in the polarisation, with a control signal flat, not every such curve was filed as active; inconclusive = small, poorly fitted or top-dose-only effect, or effect the other way, or a change in a side signal; inactive = no such curve, though single readings can be large or run the other way; the % refers to the polarisation; note: potency is the fitted concentration of half-maximal effect; % is set by controls: 0 for no effect and ±100 for the full control effect
Target sequence (Q13526 whole entry, looked up): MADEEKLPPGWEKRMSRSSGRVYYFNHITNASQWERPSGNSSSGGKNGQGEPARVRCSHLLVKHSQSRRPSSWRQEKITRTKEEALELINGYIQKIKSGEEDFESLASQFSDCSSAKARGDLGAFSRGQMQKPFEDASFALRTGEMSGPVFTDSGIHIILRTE
POLH inh: inhibitors of human DNA polymerase eta. Q9Y253. recombinant Pol eta, fluorescent DNA replication assay. Potency, µM (top dose mostly 114 µM), inactives show at the highest dose activity change, negative = inhibition, hits mostly inhibitors. 390,000 tested, 1.2% active; note: potency is the fitted concentration of half-maximal effect; % is set by controls: 0 for no effect and ±100 for the full control effect
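Pol eta at 10 nM preincubated with compounds 15 min at room temperature; reaction started with fluorescent substrate (50 nM final) and read kinetically at 0 and 10 min.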
An asterisk follows results filed as active; i = inactive; u = inconclusive; x = not tested or not shown; [ ] = remark or other dose. Unless noted, calls come from the whole dose curve; as a rule, active = well fitted curve in the direction sought with a large enough effect; inconclusive = small, poorly fitted or top-dose-only effect, or another doubt; inactive = no such curve, though single readings can be large; an effect the other way counts as inactive or inconclusive. An excerpt, so the mix of outcomes need not match the whole.

no.	Structure	GLS inhibitor	PI4K2A inh	BAZ2B inh	HP1b binding inh	PGK inhibitor
1	CSCc1cc(N2CCCC2)nc(-c2ccccc2)n1	1%	3	-10%	48%[activator]	i
2	COc1ccc(CN2CCC(N3CC(C)OC(C)C3)CC2)c(OC)c1OC (stereo not drawn)	-7%	11	u	u	-1%
3	C=CCN1C(=O)/C(=C\c2ccco2)C(C(=O)OC)=C1C	-10%	2	45µM*	-12%	-7%
4	CC1=NN(c2ccccc2)C(=O)C1C(=O)c1ccc([N+](=O)[O-])cc1 (stereo not drawn)	4%	-12	-13%	62%[activator]	-4%
5	O=C1N[C@H](Cc2ccccc2)COC(=O)[C@@H](Cc2ccc(F)cc2)C/C=C\C[C@H]1CC(=O)N(CCO)Cc1ccccc1	-6%	2	x	35%	-7%
6	Cc1ccc(C(=O)Nc2ccc3c(c2)n(C)c(=O)c(=O)n3C)cc1	-10%	0	2%	27%	-7%
7	Cc1ccc(OCCSc2nc(C)c(Cc3ccccc3)c(=O)[nH]2)cc1	3%	2	-2%	34%	x
8	Cc1nn(C(=O)C2CC2)c(C)c1Sc1ccc(Cl)cc1	-3%	-5	87%[activator]	154%[activator]	1%
9	O=C(O)C1Nc2c(Cl)cc(Cl)c(Cl)c2C2C=CCC12 (stereo not drawn)	u	-6	x	u	u
10	CCOc1ccc(N2CC(c3nc4ccccc4n3CCCCOc3ccc(OC)cc3)CC2=O)cc1 (stereo not drawn)	-5%	3	u	-14%	-5%

no.	JMJD2A Tudor inh	G9a inh	Pin1 inhibitor	POLH inh
1	-12%	-23%	2%	-16%
2	20µM*	x	-12%	-5%
3	u	u	-5%	-17%
4	-9%	u	-1%	-15%
5	-26%	x	-6%	-28%
6	-3%	4%[59 µM]	-4%	-16%
7	-7%	-9%[59 µM]	-1%	x
8	133%[activator]	44%[59 µM]	u	-8%
9	56µM*	x	x	14µM*
10	u	u	14%	u

Reprinted at random: 3 records from the list, in no set order.
no.	Structure	GLS inhibitor	PI4K2A inh	BAZ2B inh	HP1b binding inh	PGK inhibitor
9	O=C(O)C1Nc2c(Cl)cc(Cl)c(Cl)c2C2C=CCC12 (stereo not drawn)	u	-6	x	u	u
8	Cc1nn(C(=O)C2CC2)c(C)c1Sc1ccc(Cl)cc1	-3%	-5	87%[activator]	154%[activator]	1%
10	CCOc1ccc(N2CC(c3nc4ccccc4n3CCCCOc3ccc(OC)cc3)CC2=O)cc1 (stereo not drawn)	-5%	3	u	-14%	-5%

no.	JMJD2A Tudor inh	G9a inh	Pin1 inhibitor	POLH inh
9	56µM*	x	x	14µM*
8	133%[activator]	44%[59 µM]	u	-8%
10	u	u	14%	u

Remaining list, next part:
no.	Structure	GLS inhibitor	PI4K2A inh	BAZ2B inh	HP1b binding inh	PGK inhibitor
11	CN1CC(=O)N2C(c3ccc(Cl)cc3)c3[nH]c4ccccc4c3C[C@H]2C1=O (stereo partly drawn)	9%	-4	-27%	5%	-9%
12	Cc1nn(C)c(C(=O)Nc2ccn(C34CC5CC(CC(C5)C3)C4)n2)c1[N+](=O)[O-]	4%	-6	u	-10%	-1%
13	Cc1[nH]n(-c2ccccc2)c(=S)c1C=Nc1ccc([N+](=O)[O-])cc1	-1%	5	10µM*	u	i
14	Cc1ccc(CN(Cc2cccn2-c2nnc(N3CCCC3=O)s2)C(=O)Nc2ccccc2C(F)(F)F)cc1	-13%	-1	u	7%	8%
15	CC(C)OCCCNC(=O)c1ccc2c(=O)n(CCc3ccccc3)c(=O)[nH]c2c1	-1%	-2	-4%	28%	-11%
16	CC(CC(=O)O)CC(=O)N1CCN(S(=O)(=O)c2cccs2)CC1 (stereo not drawn)	4%	0	u	9%	-5%
17	CN(C)c1ccc(CNc2nc(-c3ccco3)nn2S(=O)(=O)c2ccc3ccccc3c2)cc1	-13%	0	8.9µM*	u	2%
18	CC(=O)c1sc(NC(=O)CCS(=O)(=O)c2ccc(F)cc2)nc1C	0%	3	x	x	9%
19	COc1ccccc1NC(=O)CCSc1nc(C)cc(C)n1	0%	-8	6%	-8%	-4%
20	COC(=O)c1cc2oc3ccccc3c2n1Cc1nc(-c2cccc(Cl)c2)oc1C	-6%	-1	19%	61%[activator]	-3%

no.	JMJD2A Tudor inh	G9a inh	Pin1 inhibitor	POLH inh
11	-29%	20%[2.33 µM]	-3%	-19%
12	u	u	10%	u
13	1.8µM*	0.89µM*	7%	-6%
14	-29%	-9%[59 µM]	17%	-27%
15	-2%	1%[59 µM]	-4%	-16%
16	-6%	-21%[12.7 µM]	-10%	-11%
17	8.9µM*	7.9µM*	-2%	-17%
18	x	x	x	2%
19	-18%	6%	1%	-10%
20	-16%	14%[59 µM]	-1%	-14%

Later entries
no.	Structure	GLS inhibitor	PI4K2A inh	BAZ2B inh	HP1b binding inh	PGK inhibitor
21	CN(CCc1ccccc1)Cc1nc(-c2cnccn2)no1	-11%	-4	-35%	36%	-10%
22	NC(=O)c1c(-c2ccccc2)oc2ccc(O)cc12	12%	6	-18%	30%	i
23	CC(C)(C)NC(=O)c1cccnc1Sc1ccccc1	-6%	-5	-5%	15%	-7%
24	Cc1ccc(-n2c(SCC(=O)O)nc3sc4c(c3c2=O)C(C)CCC4)cc1 (stereo not drawn)	15%	-1	0%	27%	4%
25	CC(Sc1nnc(C(C)Oc2ccccc2F)o1)C(=O)NCc1ccc2c(c1)OCO2 (stereo not drawn)	-3%	0	-6%	32%	-2%
26	CCCn1c(SCC(=O)Nc2ccccc2CC)nnc1C(C)C	u	5	7%	-7%	-4%
27	CCCCn1c(N)c(N(CC(C)C)C(=O)CSc2nn(-c3ccc(F)cc3)c(=S)s2)c(=O)[nH]c1=O	-2%	2	x	33%	6%
28	C[n+]1ccc(/C=N/Nc2nc(Cl)c(C#N)c(Cl)c2Cl)cc1	5%	-17	u	7%	-15%
29	COc1cc(C(=O)N[C@H](C(=O)OCC(=O)NC2CCCCCC2)C(C)C)cc(OC)c1OC	-4%	0	x	39%[activator]	i
30	Cc1cc(C)n2nc(SCC(=O)Nc3c(C)n(C)n(-c4ccccc4)c3=O)nc2n1	-1%	2	u	15%	-5%

no.	JMJD2A Tudor inh	G9a inh	Pin1 inhibitor	POLH inh
21	-9%	-25%	-1%	-18%
22	-3%	11%[12.7 µM]	0%	-8%
23	-4%	9%	u	-7%
24	-23%	-36%	4%	1%
25	-15%	-30%[2.33 µM]	-4%	-15%
26	u	-40%	-4%	3%
27	-16%	x	40%[activator]	-21%
28	u	u	57%[activator]	-7%
29	-2%	x	3%	-7%
30	18%	45µM*	0%	-22%

(cont.)
no.	Structure	GLS inhibitor	PI4K2A inh	BAZ2B inh	HP1b binding inh	PGK inhibitor
31	CSc1ncc(CN2CCN(C(C)C)C(CCO)C2)cn1 (stereo not drawn)	8%	-2	-4%	30%	-7%
32	CC1CCCC(C)N1C(=O)c1cc(-c2cccs2)on1 (stereo not drawn)	-1%	6	3%	17%	4%
33	CSCCC(NC(=O)c1ccco1)c1nc2ccccc2[nH]1 (stereo not drawn)	-3%	-3	-19%	-1%[57 µM]	-4%
34	CCc1ccc(NC(=S)N(CCOC)C2CCN(C(C)=O)CC2)cc1	-5%	-6	-1%	29%	-4%
35	CC1=C(C(=O)OCc2ccccc2)C(c2ccc(Br)cc2)NC(=O)N1CCCCCC(=O)O (stereo not drawn)	-3%	2	x	33%	-2%
36	CC(=O)c1ccc(OCCCC(=O)OCC(=O)N2CCN(c3ccccc3)CC2)cc1	22%	3	-8%	9%	4%
37	CSCCC(NC(=O)c1ccc(Cl)cc1)C(=O)OCC(=O)NCc1ccco1 (stereo not drawn)	2%	3	-29%	16%	-3%
38	COc1ccc(C(=O)Nc2ccnn2C2CCN(Cc3cccnc3)CC2)cc1	0%	4	-20%	57%[activator]	-6%
39	CC(C)C(=O)c1cn(CC(=O)NCc2ccc3c(c2)OCO3)c2ccccc12	-6%	4	10%	-17%	-9%
40	O=C(c1cccs1)N1CCN(C(=O)c2ccco2)c2ccccc2C1	10%	-1	-6%	26%	i
41	O=S(=O)(N1CCOCC1)n1cnc2ccccc21	-7%	7	-17%	35%	-2%
42	Cc1ccc(NC(=O)CN(C)C(=O)CSc2nc(C)cc(C)n2)cc1	0%	6	39%[activator]	18%	-6%
43	CC(C)(C)S(=O)(=O)c1ccccc1-c1noc(-c2ccccc2)c1C(N)=O	10%	1	x	-4%	-9%

no.	JMJD2A Tudor inh	G9a inh	Pin1 inhibitor	POLH inh
31	-7%	1%	7%	-17%
32	0%	3%[59 µM]	5%	-16%
33	-18%	43%[activator]	2%	-4%
34	-19%	-7%	2%	-5%
35	-7%	x	-2%	1%
36	-15%	-23%[59 µM]	-9%	-11%
37	-7%	u	-6%	-15%
38	26%	-9%	-5%	-16%
39	1%[11.4 µM]	2%[59 µM]	6%	3%
40	-3%	u	0%	-14%
41	-11%	-13%[59 µM]	-4%	-21%
42	0%	1%	4%	-9%
43	-10%	x	-6%	-3%

Entries by screen from above:
BAZ2B inh, nos. 32 to 41, in order: 3%, -19%, -1%, x, -8%, -29%, -20%, 10%, -6%, -17%
POLH inh, nos. 32 to 41, in order: -16%, -4%, -5%, 1%, -11%, -15%, -16%, 3%, -14%, -21%

Screening data: PubChem, National Center for Advancing Translational Sciences (NCATS)
